Compound activity as filed in PubChem BioAssay.
LRH-1 inv ag: NR5A2 inverse agonism in reporter assay. O00482. AID 602396. HEK293T StAR-luciferase reporter, LRH-1 transfected, 24 h. inhibition, % at 3.6 µM. actives 0.13% (n = 360,000);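 active = inhibition above the mean inhibition of all tested compounds plus 3 SD, cut at about 73% in these data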;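 note: 0% = DMSO wells and 100% = reporter-only cells lacking LRH-1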
Target sequence (O00482 whole entry, looked up): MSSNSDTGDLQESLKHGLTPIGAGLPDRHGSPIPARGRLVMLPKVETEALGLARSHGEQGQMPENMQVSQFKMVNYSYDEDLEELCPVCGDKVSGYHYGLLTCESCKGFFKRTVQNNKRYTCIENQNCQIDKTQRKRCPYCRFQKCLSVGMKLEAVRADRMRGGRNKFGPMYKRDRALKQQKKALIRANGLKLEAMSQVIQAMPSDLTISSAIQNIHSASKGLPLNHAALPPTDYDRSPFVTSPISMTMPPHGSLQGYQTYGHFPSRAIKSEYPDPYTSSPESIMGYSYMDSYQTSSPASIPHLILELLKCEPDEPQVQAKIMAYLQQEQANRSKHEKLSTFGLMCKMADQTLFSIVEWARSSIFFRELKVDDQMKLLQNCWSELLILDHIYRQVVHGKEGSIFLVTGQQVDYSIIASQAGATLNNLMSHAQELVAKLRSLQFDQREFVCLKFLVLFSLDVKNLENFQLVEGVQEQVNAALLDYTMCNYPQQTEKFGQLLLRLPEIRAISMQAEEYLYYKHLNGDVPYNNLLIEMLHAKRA
Granule exo inh: lytic granule exocytosis inhibition; TALL-104 LAMP-1 surface exposure, flow cytometry; cells stimulated with thapsigargin and PMA; inhibition, % at 10 µM; actives 0.66% (n = 360,000); AID 651702;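 active = inhibition above about 55%, limit read from the data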
TLR9-MyD88 inh: inhibitors of human TLR9-MyD88 binding; CHO BLA complementation TLR9-MyD88, CCF4 FRET ratio; inhibition, % at 4.98 µM; actives 0.21% (n = 340,000); AID 504734;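 active = inhibition above the mean over all tested compounds plus 3 SD, cut at about 21% in these data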;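 note: 0% = DMSO only wells and 100% = clavulanate BLA inhibitor control wells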
COUP-TFII inh: inhibitors of human COUP-TFII (NR2F2); P24468; AID 686940; inhibition, % at 8.6 µM; actives 0.7% (n = 370,000); HEK293T NGFI-A luciferase reporter, luminescence;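 active = inhibition above a per-plate cutoff, mean inhibition of test wells between control levels plus 3 SD, cut at about 38% in these data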;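 note: cells cotransfected with COUP-TFII expression vector driving the NGFI-A reporter; 0% = median of COUP-TF2 test wells and 100% = reporter-only cells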
Target sequence (P24468 whole entry, looked up): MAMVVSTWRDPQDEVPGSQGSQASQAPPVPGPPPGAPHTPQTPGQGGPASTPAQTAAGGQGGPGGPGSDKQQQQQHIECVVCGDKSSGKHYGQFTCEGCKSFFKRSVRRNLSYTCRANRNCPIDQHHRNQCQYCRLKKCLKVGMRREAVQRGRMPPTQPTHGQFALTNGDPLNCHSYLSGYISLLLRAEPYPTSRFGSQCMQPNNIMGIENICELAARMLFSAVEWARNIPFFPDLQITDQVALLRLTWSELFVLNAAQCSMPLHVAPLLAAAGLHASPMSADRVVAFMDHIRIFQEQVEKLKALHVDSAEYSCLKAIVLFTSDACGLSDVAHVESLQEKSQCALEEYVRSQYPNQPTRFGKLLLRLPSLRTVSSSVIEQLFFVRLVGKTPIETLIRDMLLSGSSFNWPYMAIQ
TWEAK-Fn14 inh: inhibitors of TWEAK-Fn14 interaction signaling; actives 2% (n = 360,000); inhibition, % at 10 µM; TWEAK-stimulated Fn14 reporter cells, luciferase luminescence, 8 h; in the data active = inhibition above about 50%
NCOA2 inhibitor: human SRC2 (NCOA2) inhibition; Q15596; HEK293 GAL4-SRC2 luciferase reporter, luminescence; inhibition, % at 9 µM; actives 0.17% (n = 370,000); AID 651957;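 active = inhibition above the mean inhibition of all tested compounds plus 3 SD, set per campaign, cut at about 52% in these data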;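 note: 0% = DMSO treated cells and 100% = cells given Gossypol at 36 µM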
NOD2-RIPK2 inh: inhibitors of human NOD2-RIPK2 interaction. CHO BLA complementation NOD2-RIPK2, CCF4 ratio. inhibition, % at 4.98 µM. actives 0.38% (n = 360,000). AID 624267; in the data active = inhibition above about 21%;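 note: 0% = vehicle only and 100% = reference blocker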
ABHD5-PLIN5 inh: blocks binding of human ABHD5 to perilipin-5; Split G. princeps luciferase complementation, luminescence, 4 h; inhibition, % at 4 µM; actives 0.78% (n = 360,000);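 active = inhibition above the mean inhibition across every tested compound plus 3 SD, cut at about 22% in these data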;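 note: 0% = DMSO only wells and the 100% control is not disclosed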
SRC1 inh: human NCOA1 inhibition; Q15788; HEK293 GAL4-SRC1 luciferase reporter, luminescence; inhibition, % at 3.6 µM; actives 0.12% (n = 360,000); AID 588354;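 active = inhibition above the campaign mean plus 3 SD, with each screening campaign given its own cutoff, cut at about 60% in these data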;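 note: 0% = DMSO treated cells and 100% = gossypol at 36 µM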
TROY signal inh: blocks TROY-dependent signaling in reporter cells; inhibition, % at 10 µM; actives 0.98% (n = 360,000); Q293 LMP1-TROYcd NF-kB luciferase reporter, 4 h; AID 1347056;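 active = compounds whose plate-normalised and pattern-corrected inhibition of the luciferase reporter signal at the single screening dose is 50% or more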
SRC3 inh: human NCOA3 inhibition. actives 0.17% (n = 360,000). Q9Y6Q9. AID 588352. HEK293 GAL4-SRC3 luciferase reporter, luminescence. inhibition, % at 3.6 µM;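 active = inhibition above a per-campaign cutoff, the mean of all compounds plus 3 SD, cut at about 60% in these data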;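 note: 0% = DMSO-treated cells and 100% = gossypol-treated cells at 36 µM; higher means less SRC3-driven luciferase light from the GAL4 reporter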
* marks the source's active call; other numbers are inactive results; . = not tested or not shown. Only part of the results is shown; the hit share may differ from the screen's.

1	O=C(OCC#CCSc1nnc(-c2ccc([N+](=O)[O-])cc2)o1)c1cccs1
2	O=C(CCSc1ccccc1)NCCSCc1ccccc1
3	O=C(c1ccc(N2C(=O)C3CC=C(Cl)CC3C2=O)cc1)N1CCOCC1 (stereo unspecified)
4	COc1cc(NC(=O)COc2ccccc2Cl)ccc1NC(=O)c1cccs1
5	Cc1ccc(CSc2nnc(-c3ccncc3)n2C)cc1
6	CCN(C(=O)Nc1cccc(Cl)c1)c1ccccc1
7	CC(C)N1CCC1(C)C(=O)Nc1cccc2ccccc12 (stereo unspecified)
8	O=C(O)C1=CC[C@@H](c2ccc(Cl)cc2)N(S(=O)(=O)c2ccc(Cl)cc2)C1

Assay by compound	1	2	3	4	5	6	7	8
LRH-1 inv ag	-5	-9	-7	-52	-4	-19	-2	-11
Granule exo inh	1	-16	-2	-6	2	4	-4	-2
TLR9-MyD88 inh	5	-4	-1	-5	4	-8	.	9
COUP-TFII inh	-2	2	-4	-8	-12	-1	6	-8
TWEAK-Fn14 inh	-16	-48	-4	-15	-5	9	2	6
NCOA2 inhibitor	-11	7	-1	-26	-2	10	-41	-24
NOD2-RIPK2 inh	-12	-4	0	-28	2	5	-6	4
ABHD5-PLIN5 inh	0	0	0	-8	10	1	-3	4
SRC1 inh	-4	-11	1	-25	11	13	-7	-5
TROY signal inh	-10	-71	-8	-3	4	-16	1	-5
SRC3 inh	11	-7	15	-34	28	9	-12	5

9	Cc1cc(C(=O)N/N=C/c2ccc(N3CCOCC3)cc2)c(C)o1
10	O=S1(=O)N[C@@H](Cc2ccccc2)COc2cccc(N3CCC[C@H]3CO)c21
11	CCn1ncc(Br)c1C(=O)Nc1ccccc1C(=O)OC
12	O=C(Nc1ccccc1F)c1ccc(OCc2ccccc2)cc1
13	C=CCNC(=O)C1CC2Cn3c(nc4cc(Cl)c(Cl)cc43)C2N1C (stereo unspecified)
14	CC(=O)Nc1ccc(Nc2c3ccccc3nc3ccccc23)cc1
15	CCN(CC(=O)Nc1ccc2c(c1)OCCO2)c1ccc(S(=O)(=O)N2CCOCC2)cn1
16	COc1cc(-c2nnc(SCC(=O)N3CCOCC3)o2)cc(OC)c1OC

Assay by compound	9	10	11	12	13	14	15	16
LRH-1 inv ag	-37	-10	9	-92	21	72	0	15
Granule exo inh	1	2	-5	-1	0	40	-1	-12
TLR9-MyD88 inh	-4	.	1	-1	0	-9	-4	7
COUP-TFII inh	0	-3	6	-31	-9	-32	6	-5
TWEAK-Fn14 inh	-17	-3	-5	-18	14	-117	6	8
NCOA2 inhibitor	-32	24	-38	-26	-1	-214	-21	-17
NOD2-RIPK2 inh	0	-8	3	-4	-4	-13	-10	-7
ABHD5-PLIN5 inh	1	-5	3	-6	2	7	4	2
SRC1 inh	-26	.	-18	-59	-10	55	-2	3
TROY signal inh	8	10	-15	-23	22	-185	-10	14
SRC3 inh	-23	.	11	-74	2	-60	3	3

17	Cc1cc(C(=O)NN=Cc2c(C)[nH]c3ccccc23)c(C)o1
18	CC(C)CC(=O)N1CCC(N(CCc2ccccc2)Cc2ccccc2)CC1
19	CCCN(C(=O)c1ccc(-n2cncn2)c([N+](=O)[O-])c1)C1CCS(=O)(=O)C1 (stereo unspecified)
20	O=C(NCCCn1ccnc1)c1ccc(NS(=O)(=O)c2cccc([N+](=O)[O-])c2)cc1
21	Cc1cc(C)nc(SCC(=O)N2CCC(C(N)=O)CC2)n1
22	CC(=O)n1cc([C@H]2C=C(C(=O)N3CCN(Cc4ccccc4)CC3)O[C@@H](OCc3ccc(CO)cc3)C2)c2ccccc21
23	COc1ccc(NC(=O)/C(C#N)=C/c2ccc(-c3ccc(Cl)c(C(=O)O)c3)o2)cc1
24	CCC(NC(=O)Cc1c(C)c2cc3c(cc2oc1=O)OC(C)(C)CC3)C(=O)O (stereo unspecified)

Assay by compound	17	18	19	20	21	22	23	24
LRH-1 inv ag	-14	3	0	6	7	0	11	-19
Granule exo inh	-3	13	-4	0	7	9	-14	-10
TLR9-MyD88 inh	1	2	-2	0	1	-7	13	5
COUP-TFII inh	-13	11	6	-9	-22	21	5	-3
TWEAK-Fn14 inh	22	2	2	6	6	20	-38	-12
NCOA2 inhibitor	-8	-8	23	-15	2	25	1	-15
NOD2-RIPK2 inh	-2	-3	0	3	-4	-9	-11	-2
ABHD5-PLIN5 inh	-20	-3	-6	12	0	7	4	6
SRC1 inh	-9	-11	7	-5	2	-4	-12	8
TROY signal inh	-13	12	-20	-9	17	-1	-28	-56
SRC3 inh	-10	-8	5	18	8	3	0	-40

Only LRH-1 inv ag and Granule exo inh, for some of the entries so far:
item | structure | LRH-1 inv ag | Granule exo inh
16 | COc1cc(-c2nnc(SCC(=O)N3CCOCC3)o2)cc(OC)c1OC | 15 | -12
4 | COc1cc(NC(=O)COc2ccccc2Cl)ccc1NC(=O)c1cccs1 | -52 | -6
3 | O=C(c1ccc(N2C(=O)C3CC=C(Cl)CC3C2=O)cc1)N1CCOCC1 (stereo unspecified) | -7 | -2
8 | O=C(O)C1=CC[C@@H](c2ccc(Cl)cc2)N(S(=O)(=O)c2ccc(Cl)cc2)C1 | -11 | -2

(list continues)
25	CCCN(CCC)c1nc2ccccc2n2c(C)nnc12
26	COc1ccccc1C(=O)NNC(=O)C(=O)Nc1ccc(C)cc1
27	CCCC1NC(=S)NC(C)=C1C(C)=O (stereo unspecified)
28	CCOc1ccccc1NC(=O)CSc1c(C)n[nH]c1C
29	O=S(=O)(c1ccccc1)c1cnn(-c2ccccc2)c1-c1ccc(F)cc1
30	C=CCn1c(SC(C)C(=O)NC2CC2)nnc1-c1ccoc1C (stereo unspecified)
31	COc1ccc(-c2nc3c(C)cc(Br)cn3c2CC2CCCCC2)cc1OC
32	Cc1nc([N+](=O)[O-])c(Br)n1Cc1ccccc1

Assay by compound	25	26	27	28	29	30	31	32
LRH-1 inv ag	1	7	10	0	-7	6	-22	1
Granule exo inh	2	-1	3	-6	-4	0	-2	-4
TLR9-MyD88 inh	5	3	1	-5	-2	-1	.	-2
COUP-TFII inh	-14	-24	8	-19	3	26	7	-2
TWEAK-Fn14 inh	10	-5	-5	8	13	-1	2	6
NCOA2 inhibitor	-8	4	-6	-27	21	-5	10	38
NOD2-RIPK2 inh	5	0	-6	-9	1	-7	2	-3
ABHD5-PLIN5 inh	-2	6	1	-1	-4	2	3	15
SRC1 inh	-10	-5	15	0	-13	7	3	-9
TROY signal inh	2	3	14	3	3	6	-15	9
SRC3 inh	15	2	-1	2	14	-7	-19	13

Structural class: those above with a thiophene ring, fused or not (2)
1	O=C(OCC#CCSc1nnc(-c2ccc([N+](=O)[O-])cc2)o1)c1cccs1
4	COc1cc(NC(=O)COc2ccccc2Cl)ccc1NC(=O)c1cccs1

Assay by compound	1	4
LRH-1 inv ag	-5	-52
Granule exo inh	1	-6
TLR9-MyD88 inh	5	-5
COUP-TFII inh	-2	-8
TWEAK-Fn14 inh	-16	-15
NCOA2 inhibitor	-11	-26
NOD2-RIPK2 inh	-12	-28
ABHD5-PLIN5 inh	0	-8
SRC1 inh	-4	-25
TROY signal inh	-10	-3
SRC3 inh	11	-34

(listing goes on)
33	Cc1cc(C)c(NC(=O)CN2C(=O)NC3(CCCCC3)C2=O)c(C)c1
34	COc1cc(OC)cc(C(=O)NNC(=O)CNC(=O)c2cccs2)c1
35	COC(=O)c1c(NC(=O)CN2CCCC(C)C2)c2c(C)cccc2n1C (stereo unspecified)
36	COC(=O)C1=CN(c2ccc(C)cc2)C(N)=C(C#N)C1c1ccc(OC)cc1 (stereo unspecified)
37	N/C(CS(=O)(=O)c1ccccc1)=N\OC(=O)c1ccc(F)cc1
38	Cc1ccc(-n2c(O)c(C=NC3CCS(=O)(=O)C3)c3ccccc3c2=O)cc1C (stereo unspecified)
39	COc1cc(-c2nnc3sc(-c4ccco4)nn23)cc(OC)c1OC
40	CCOC(=O)C1(C)C=C(Nc2ccc(NC(C)=O)cc2)C(=O)N1c1ccc(NC(C)=O)cc1 (stereo unspecified)

Assay by compound	33	34	35	36	37	38	39	40
LRH-1 inv ag	13	3	17	14	-75	18	-1	-5
Granule exo inh	-5	-12	0	-1	-1	-4	-1	16
TLR9-MyD88 inh	-5	-4	6	.	-2	3	-3	-7
COUP-TFII inh	-4	9	-7	0	-28	-1	15	3
TWEAK-Fn14 inh	-12	-4	4	.	-7	12	9	-6
NCOA2 inhibitor	-6	8	23	-27	-50	-4	-8	-3
NOD2-RIPK2 inh	5	1	3	-3	-1	-9	0	9
ABHD5-PLIN5 inh	-3	1	2	0	-8	-2	-2	4
SRC1 inh	8	-3	22	.	-10	15	-14	10
TROY signal inh	-5	19	1	.	-25	4	11	0
SRC3 inh	0	15	4	.	-36	2	0	17

41	CCOc1ccc(Nc2nc3ccccc3c(=O)s2)cc1
42	CCc1nc2c(OCc3ccc(Cl)cc3)cccn2c1N(C)C(=O)C1CC1
43	CN1CCc2c(sc(NC(=O)c3cc(Cl)sc3Cl)c2C(N)=O)C1
44	Cc1ccc(NC(=O)CN(c2ccccc2F)S(C)(=O)=O)cc1
45	COc1cc(C(=O)Nc2ccc(NC(=O)C3CC3)nc2)cc(OC)c1OC
46	COc1cc(Cl)ccc1OCc1cc(C(=O)NCC(C)(C)N2CCOCC2)no1
47	Cc1cc(NC(=O)CSc2nccn2C)n(-c2ccccc2)n1
48	CCCOC(=O)c1c(NC(=O)/C=C/c2cnn(C)c2C)sc(C(=O)OC)c1C

Assay by compound	41	42	43	44	45	46	47	48
LRH-1 inv ag	20	15	-4	-1	17	-16	-10	-27
Granule exo inh	11	-3	4	5	-1	-5	4	3
TLR9-MyD88 inh	-7	.	.	0	0	-7	1	7
COUP-TFII inh	9	19	-8	17	-1	4	-19	.
TWEAK-Fn14 inh	-20	-2	-18	-2	-5	-20	-1	8
NCOA2 inhibitor	-5	5	-8	-14	-1	-21	-3	.
NOD2-RIPK2 inh	-6	-7	8	1	-10	-8	7	3
ABHD5-PLIN5 inh	-1	1	7	-1	-5	13	11	1
SRC1 inh	-5	8	15	-32	5	-12	-6	-22
TROY signal inh	-6	-12	-35	-5	0	-16	7	-8
SRC3 inh	7	-5	-9	-16	4	-20	9	5

49	CCN(CC(=O)NCc1ccc(F)cc1)C(=O)COc1ccc2ccccc2c1
50	c1ccc(Oc2ccc(-c3ccnc4nc(N5CCN(c6ccccc6)CC5)nn34)cc2)cc1
51	CC(C)CNc1cc(Cl)c(S(=O)(=O)NCC(C)C)cc1C(=O)O
52	COc1ccc(CNC(=O)C2(C)Cc3c(-c4ccc(C(N)=O)cc4)ccnc3O2)cc1OC (stereo unspecified)
53	CN(C)c1ccc(-c2csc(C(O)c3ccc(F)c(F)c3)n2)cc1 (stereo unspecified)
54	O=C(NCc1ccccc1)C(Cc1ccccc1)N1C(=O)C2C3CCC(C3)C2C1=O (stereo unspecified)

Assay by compound	49	50	51	52	53	54
LRH-1 inv ag	1	-2	7	-16	-25	-10
Granule exo inh	-2	-6	2	4	19	0
TLR9-MyD88 inh	-1	-1	-1	.	.	6
COUP-TFII inh	2	-4	11	-19	0	19
TWEAK-Fn14 inh	4	0	-12	-18	-7	14
NCOA2 inhibitor	-12	-18	-2	-19	-16	-7
NOD2-RIPK2 inh	-8	4	6	8	5	-9
ABHD5-PLIN5 inh	-1	5	-2	1	-6	0
SRC1 inh	-10	12	12	2	-16	-7
TROY signal inh	-14	-14	10	8	-17	6
SRC3 inh	14	8	29	-14	-41	13
